Tcruzi prolif: inhibitors of T. cruzi proliferation. T. cruzi beta-gal in NIH3T3, GalScreen luminescence, 90 h. inhibition, % at 8.34 µM. hit rate 5.9% among 77,000;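 active = mean inhibition above about 93%, with at least 55% of replicates each passing it, limit read from the data, passing the limit was not always enough; inconclusive = only one of those two conditions holds; inactive = neither condition holds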
GASC1 inh: blocks human GASC-1 (KDM4C) demethylase activity. AID 720574. inhibition, % at 12.5 µM. Q9H3R0. hit rate 0.15% among 96,000. GST-KDM4C 2-372, H3K9me3 peptide, LANCE TR-FRET;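 active = mean replicate inhibition above about 25%, with at least 55% of replicates also reaching it, limit read from the data, passing the limit was not always enough; inconclusive = only one of those two conditions met; inactive = neither condition met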
Target sequence (Q9H3R0 2-372 limits assumed): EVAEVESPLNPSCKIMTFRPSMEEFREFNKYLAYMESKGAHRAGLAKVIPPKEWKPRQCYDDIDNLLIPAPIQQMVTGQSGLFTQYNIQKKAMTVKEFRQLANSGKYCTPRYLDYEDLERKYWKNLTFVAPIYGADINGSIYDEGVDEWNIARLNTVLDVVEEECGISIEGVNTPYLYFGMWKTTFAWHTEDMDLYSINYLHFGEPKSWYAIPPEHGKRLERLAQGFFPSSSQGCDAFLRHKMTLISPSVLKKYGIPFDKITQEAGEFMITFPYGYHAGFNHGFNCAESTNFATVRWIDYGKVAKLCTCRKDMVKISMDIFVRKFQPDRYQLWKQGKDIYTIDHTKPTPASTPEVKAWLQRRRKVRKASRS
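Compound: one test concentration per compound; Material: GST-GASC-1 enzyme fragment 2-372; Amount: GASC-1 enzyme at 10 nM final in reaction; Also added: H3K9me3 peptide substrate, Fe(II), 2-oxoglutarate; Technique: LANCE TR-FRET; Times: 30 min demethylation and 1 h detection at room temperature.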
Pf Dd2 growth: inhibitors of Plasmodium falciparum Dd2 growth; P. falciparum Dd2 growth, SYBR Green, 72 h; hits give low values; activity change, % at 10 µM; hit rate 2.3% among 94,000; in the data active = activity change below about -80%; inconclusive = no clear call, values can overlap the other calls
C diff growth: inhibitors of Clostridium difficile growth; Clostridium difficile clinical isolate growth, OD600, 24 h; hits give low values; growth activity, negative = inhibition, % at 16 µg/mL (by protocol); hit rate 0.25% among 86,000;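 active = mean growth activity at or below -80% and every replicate also at or below -80%; inconclusive = mean at or below -80% but some replicate above -80%; inactive = mean growth activity above -80%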;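 also: 0% = DMSO wells and -100% = levofloxacin 16 µg/mL wells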
* hit, by the source's call; ? = inconclusive; . = no result given; & = joins results of further samples.

(1) Cc1ccccc1S(=O)(=O)N1CC[C@@H]2[C@H]1c1cc(-c3ccc(C#N)cc3)ccc1N(C)[C@H]2CO
(2) CCNC(=O)[C@H]1[C@H](CO)[C@H]2Cn3c(ccc(-c4ccncc4)c3=O)[C@@H]1N2Cc1ccccc1
(3) CCCNC(=O)C[C@H]1CC[C@H]2[C@H](COc3ccc(NC(=O)c4ccc(Cl)cc4)cc3C(=O)N2C)O1
(4) C[C@@H]1CN([C@@H](C)CO)S(=O)(=O)c2ccc(C#Cc3ccccc3F)cc2O[C@H]1CN(C)C(=O)Cc1cccnc1
(5) C[C@@H]1CN([C@H](C)CO)C(=O)Cc2cc(NC(=O)Nc3ccc(F)cc3)ccc2O[C@@H]1CN(C)C(=O)Nc1ccc(C(F)(F)F)cc1
(6) C[C@H]1CN([C@@H](C)CO)C(=O)Cc2cc(NC(=O)c3ccncc3)ccc2O[C@@H]1CN(C)Cc1ccc2c(c1)OCO2
(7) C/C=C/c1ccc([C@H]2[C@@H](CO)N(C(C)=O)C23CN(C(=O)c2ccccc2)C3)cc1
(8) C[C@@H]1CCCCO[C@@H](CN(C)C(=O)Cc2ccccc2)[C@@H](C)CN([C@@H](C)CO)C(=O)c2cc(N(C)C)ccc2O1

entry no.,1,2,3,4,5,6,7,8
Tcruzi prolif,91,2,7,96*,-13,35,.,44
C diff growth,8,-1,2,0,14,1,-2,0
GASC1 inh,-4.4,-1.6,-0.6,-2.8,-0.6,2.9,0.7,3.2
Pf Dd2 growth,11,32,-4,-43,4,-12,2,.

(9) C[C@@H]1CCCCO[C@@H](CN(C)CC2CCCCC2)[C@@H](C)CN([C@H](C)CO)C(=O)c2cc(NC(=O)CCCCCC(=O)Nc3ccccc3N)ccc2O1
(10) C[C@H](CO)N1C[C@H](C)[C@H](CN(C)C(=O)C2CC2)Oc2ncc(C#CCc3ccccc3)cc2C1=O
(11) C[C@H]1CN([C@@H](C)CO)C(=O)c2cccc(NS(=O)(=O)c3ccc(F)cc3)c2O[C@H]1CN(C)Cc1ccncc1
(12) Cc1noc(C)c1NC(=O)N(C)C[C@@H]1Oc2ccc(NC(=O)CCN3CCOCC3)cc2CC(=O)N([C@H](C)CO)C[C@H]1C
(13) CC(C)NC(=O)N(C)C[C@H]1Oc2ncc(C#CCC3CCCC3)cc2C(=O)N([C@@H](C)CO)C[C@@H]1C
(14) C[C@H](CO)N1C[C@H](C)[C@H](CN(C)C(=O)NC2CCCCC2)Oc2ccc(NS(=O)(=O)c3cn(C)cn3)cc2C1=O
(15) C[C@@H]1CCCCO[C@H](CN(C)S(=O)(=O)c2cccs2)[C@H](C)CN([C@H](C)CO)C(=O)c2cc(NC(=O)Nc3ccccc3)ccc2O1
(16) CC(C)NC(=O)Nc1ccc2c(c1)C(=O)N([C@H](C)CO)C[C@@H](C)[C@@H](CN(C)C(=O)c1ccccc1)OCCCC[C@H](C)O2

entry no.,9,10,11,12,13,14,15,16
Tcruzi prolif,70,68,7,18,44,89,108*,19
C diff growth,-23,.,-8,6,1,.,3,-2
GASC1 inh,0.3,0.6,-1.0,-1.1,-2.1,-0.7,0.7,-0.4
Pf Dd2 growth,-55,5,10,11,.,11,.,-4

An excerpt from above in order of the C diff growth value, rising.
nr	Molecule	C diff growth	GASC1 inh	Pf Dd2 growth
16	CC(C)NC(=O)Nc1ccc2c(c1)C(=O)N([C@H](C)CO)C[C@@H](C)[C@@H](CN(C)C(=O)c1ccccc1)OCCCC[C@H](C)O2	-2	-0.4	-4
15	C[C@@H]1CCCCO[C@H](CN(C)S(=O)(=O)c2cccs2)[C@H](C)CN([C@H](C)CO)C(=O)c2cc(NC(=O)Nc3ccccc3)ccc2O1	3	0.7	.
12	Cc1noc(C)c1NC(=O)N(C)C[C@@H]1Oc2ccc(NC(=O)CCN3CCOCC3)cc2CC(=O)N([C@H](C)CO)C[C@H]1C	6	-1.1	11

Following part:
(17) CC(C)C#Cc1cnc2c(c1)C(=O)N([C@@H](C)CO)C[C@H](C)[C@@H](CN(C)C(=O)Cc1ccncc1)O2
(18) CO[C@@H]1CN(C)C(=O)c2cc(NC(=O)Nc3cccc(F)c3)ccc2OC[C@@H](C)N(C)C[C@@H]1C
(19) Cc1noc(C)c1NC(=O)Nc1ccc2c(c1)C(=O)N([C@@H](C)CO)C[C@@H](C)[C@H](CN(C)S(=O)(=O)c1ccccc1)OCCCC[C@H](C)O2
(20) C[C@H]1CN([C@@H](C)CO)C(=O)c2cc(-c3cncnc3)cnc2O[C@H]1CN(C)C(=O)Cc1ccccc1
(21) CC(C)C(=O)Nc1ccc2c(c1)C(=O)N(C)[C@@H]1CC[C@@H](CC(=O)NCc3cccc(F)c3)O[C@H]1CO2
(22) Cc1noc(C)c1S(=O)(=O)Nc1ccc2c(c1)CC(=O)N([C@@H](C)CO)C[C@H](C)[C@H](CN(C)S(C)(=O)=O)O2
(23) O=C(C[C@H]1CC[C@H]2[C@@H](COC[C@@H](O)CN2Cc2cccc(C(F)(F)F)c2)O1)NCCc1ccncc1
(24) C[C@@H]1CN([C@@H](C)CO)C(=O)c2cccc(NC(=O)c3ccc(-c4nccs4)cc3)c2O[C@H]1CN(C)C(=O)NC1CCCCC1

entry no.,17,18,19,20,21,22,23,24
Tcruzi prolif,75,-59,-5,.,-4,29,56,24
C diff growth,1,0,-4,0,1,-8,7&4,.
GASC1 inh,.,0.2,1.7,0.6,-0.3,2.4,0.0,15
Pf Dd2 growth,-57,-26,-55,6,20,4,4,-30

(25) C[C@@H]1CCCCO[C@@H](CN(C)C(=O)Nc2cccc3ccccc23)[C@@H](C)CN([C@@H](C)CO)C(=O)c2cc(NC(=O)C3CCCCC3)ccc2O1
(26) Cc1ccccc1S(=O)(=O)N1C[C@@H]2N[C@H](C1)C2c1ccc(-c2ccc(C(=O)N(C)C)cc2)cc1 (some centres not stated)
(27) COc1ccc2c3c([nH]c2c1)[C@@H](CO)N(CC1CC1)CC31CN(C(=O)c2ccccc2)C1
(28) Cc1noc(C)c1S(=O)(=O)Nc1cccc2c1O[C@H](CN(C)Cc1ccc3c(c1)OCO3)[C@H](C)CN([C@@H](C)CO)C2=O
(29) O=C(C1CCC1)N1CC2(C1)[C@H](c1ccccc1)[C@@H](CO)N2CC1CCCC1
(30) C[C@@H]1CN([C@@H](C)CO)C(=O)Cc2cc(N(C)C)ccc2O[C@H]1CN(C)S(C)(=O)=O
(31) CO[C@@H]1CN(C)C(=O)c2ccc(NC(=O)Nc3cccc(F)c3)cc2OC[C@@H](C)N(C(C)=O)C[C@@H]1C
(32) CCC(=O)Nc1ccc2c(c1)C(=O)N(C)[C@H]1CC[C@@H](CC(=O)O)O[C@H]1CO2

entry no.,25,26,27,28,29,30,31,32
Tcruzi prolif,?,.,.,26,.,9,-1,-10
C diff growth,18,-16&5,9,.,7,-1,.,5
GASC1 inh,-5.9,0.8&-0.7,0.2,2.0,-0.5,23,-0.1,3.4
Pf Dd2 growth,-90*,-24&8,-85*,-1,-8,10,-22,16

The list goes on, overlapping the part above by 2 compounds.
(31) CO[C@@H]1CN(C)C(=O)c2ccc(NC(=O)Nc3cccc(F)c3)cc2OC[C@@H](C)N(C(C)=O)C[C@@H]1C
(32) CCC(=O)Nc1ccc2c(c1)C(=O)N(C)[C@H]1CC[C@@H](CC(=O)O)O[C@H]1CO2
(33) CO[C@@H]1CN(C)C(=O)c2ccc(NC(C)=O)cc2OC[C@@H](C)N(Cc2cncnc2)C[C@@H]1C
(34) COCCNC(=O)C[C@@H]1CC[C@@H](NC(=O)NC2CCCCC2)[C@@H](CO)O1
(35) CCN1[C@@H]2c3ccc(-c4ccccc4OC)c(=O)n3C[C@H]1[C@H](CO)[C@H]2C(=O)N1CCOCC1
(36) C[C@H](CO)N1C[C@H](C)[C@H](CN(C)S(=O)(=O)c2cccs2)Oc2ccc(NC(=O)CCC(F)(F)F)cc2C1=O
(37) C[C@H](CO)N1C[C@H](C)[C@H](CN(C)S(=O)(=O)c2ccc(F)cc2)OCCCC[C@H](C)Oc2ccc(NC(=O)CCC(F)(F)F)cc2C1=O
(38) COc1ccccc1C#Cc1ccc2c(c1)O[C@H](CN(C)C)[C@H](C)CN([C@@H](C)CO)S2(=O)=O
(39) CN1C(=O)c2cc(NC(=O)C3CC3)ccc2OC[C@@H]2O[C@H](CC(=O)NCc3cccc(F)c3)CC[C@@H]21
(40) CC(C)NC(=O)Nc1ccc2c(c1)C(=O)N([C@H](C)CO)C[C@@H](C)[C@H](CN(C)S(=O)(=O)c1ccc(F)cc1)O2

entry no.,31,32,33,34,35,36,37,38,39,40
Tcruzi prolif,-1,-10,-408,-73,41,-69,43,.,20,30
C diff growth,.,5,.,-1,-2,.,-3,-5,2,-3
GASC1 inh,-0.1,3.4,0.1,-0.6,2.0,-0.2,-0.3,-0.1,0.9,-0.9
Pf Dd2 growth,-22,16,26,23,2,9,.,-42,-12,-16

(41) COc1ccc(NC(=O)N(C)C[C@@H]2Oc3ccc(NS(=O)(=O)c4ccc(F)cc4)cc3CC(=O)N([C@@H](C)CO)C[C@H]2C)cc1
(42) CO[C@H]1CN(C)C(=O)c2ccc(NS(=O)(=O)c3ccccc3)cc2OC[C@H](C)N(Cc2nccs2)C[C@@H]1C
(43) CCCNC(=O)Nc1ccc2c(c1)C(=O)N(C)C[C@@H](OC)[C@H](C)CN(CC1CCCC1)[C@@H](C)CO2
(44) COc1ccc(CN(C)C[C@H]2Oc3ccc(NC(=O)NC(C)C)cc3C(=O)N([C@@H](C)CO)C[C@H]2C)cc1
(45) O=C(C[C@@H]1C[C@H]2c3cc(NC(=O)Nc4ccc(C(F)(F)F)cc4)ccc3O[C@H]2[C@H](CO)O1)NCc1cccnc1
(46) O=C(CC(F)(F)F)N1C[C@H]2[C@@H](c3ccccc31)[C@@H](CO)N2CC1CCCCC1
(47) CNC[C@H]1Oc2c(NC(=O)Nc3c(C)noc3C)cccc2C(=O)N([C@@H](C)CO)C[C@@H]1C
(48) CN1[C@@H]2c3ccc(/C=C/c4ccccc4)c(=O)n3C[C@H]1[C@H](CO)[C@H]2C(=O)NC1Cc2ccccc2C1
(49) COCC#Cc1ccc2c(c1)O[C@H](CN(C)Cc1cccnc1)[C@H](C)CN([C@H](C)CO)S2(=O)=O
(50) CO[C@H]1CN(C)C(=O)c2ccc(NC(C)=O)cc2OC[C@@H](C)N(C(=O)c2ccc(F)cc2)C[C@@H]1C

entry no.,41,42,43,44,45,46,47,48,49,50
Tcruzi prolif,25,.,-32,-8,-21,10,62,-13,9,12
C diff growth,-4,1,.,4,2,1,0,2,-4,.
GASC1 inh,-0.6,0.7,0.6,-0.5,-1.7,-0.2,-0.8,-1.1,0.5,-0.2
Pf Dd2 growth,7,18,.,9,-69,-18,13,.,9,6

3 entries picked at random from the list so far:
(34) COCCNC(=O)C[C@@H]1CC[C@@H](NC(=O)NC2CCCCC2)[C@@H](CO)O1
(27) COc1ccc2c3c([nH]c2c1)[C@@H](CO)N(CC1CC1)CC31CN(C(=O)c2ccccc2)C1
(16) CC(C)NC(=O)Nc1ccc2c(c1)C(=O)N([C@H](C)CO)C[C@@H](C)[C@@H](CN(C)C(=O)c1ccccc1)OCCCC[C@H](C)O2

entry no.,34,27,16
Tcruzi prolif,-73,.,19
C diff growth,-1,9,-2
GASC1 inh,-0.6,0.2,-0.4
Pf Dd2 growth,23,-85*,-4

Bioassay records deposited in PubChem BioAssay by Broad Institute.
